# DNMT1 block – DNMT1 (human) enzyme inhibition | DNMT1 molecular beacon, Hinp1I cleavage, fluorescence | inhibition (reported as % activation of signal), % at 10 µM | AID 588458 | actives 0.83% (n = 360,000) | P26358; in the data active means inhibition above about 50%
# MsrA inhibitor – inhibits bovine methionine sulfoxide reductase A; actives 0.75% (n = 360,000); inhibition, % at 15.5 µM; purified bovine MsrA, absorbance read-out; AID 651718; in the data active means inhibition above about 4.5%;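 further: 0% = vehicle wells with enzyme and 100% = reference inhibitor wells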
# Scp-1 inhibitor – blocks human Scp-1 phosphatase activity. Q9GZU7. Recombinant Scp1, phosphopeptide, malachite green phosphate absorbance. inhibition, % at 20 µM. actives 0.88% (n = 340,000);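 active means inhibition above about 50% at 20 µM, limit read from the data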;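 further: plate controls were DMSO wells with enzyme for no effect and wells lacking enzyme for full effect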
# Target sequence (Q9GZU7 76-261 limits assumed): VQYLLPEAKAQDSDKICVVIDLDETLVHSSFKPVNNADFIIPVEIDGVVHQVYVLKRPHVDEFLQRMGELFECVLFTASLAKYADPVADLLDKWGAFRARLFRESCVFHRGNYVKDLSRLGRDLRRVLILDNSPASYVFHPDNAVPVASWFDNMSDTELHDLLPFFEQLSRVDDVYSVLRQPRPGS
#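 Test system: SCP-1 phosphatase catalytic domain, residues 76-261 | Compound dosing: One concentration, 20 µM, with 1.0% DMSO | Schedule: 45 min room-temperature reaction, 5 min colour, 30 min stabiliser | Detection: Absorbance at 630 nm | Read-out basis: % inhibition of SCP-1 phosphate liberation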
# SUMO1-SIM PPI – alters human SUMO1 binding to SIM partners | actives 0.33% (n = 360,000) | inhibition, % at 20 µM | SUMO1 binding to a labelled peptide, TR-FRET, 1 h | AID 602429; in the data active means inhibition above about 37%
# Target sequence (P63165 whole entry, looked up): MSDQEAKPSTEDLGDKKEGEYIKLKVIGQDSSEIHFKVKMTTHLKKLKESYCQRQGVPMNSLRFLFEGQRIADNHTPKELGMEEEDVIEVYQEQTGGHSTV
# CendR NRP1 mod – alters CendR peptide binding to human NRP-1 | O14786 | FAM-RPARPAR peptide binding to NRP-1, fluorescence polarization | inhibition, % at 25 µM | actives 0.85% (n = 360,000);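 active means inhibition or corrected inhibition above about 18%, plus a signal ratio from 0.5 to 1.5, limit read from the data, passing the limit was not always enough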; further: strong numbers were not always called active
# STEP block – inhibitors of human striatal-enriched phosphatase STEP; P54829; recombinant STEP, OMFP fluorogenic substrate, fluorescence; inhibition, % at 20 µM; actives 0.25% (n = 360,000); AID 588621;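 active means inhibition at 20 µM, scaled per plate between control wells, above about 37%, limit read from the data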;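 further: 0% = DMSO with enzyme and substrate and 100% = substrate only without enzyme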
# Target sequence (P54829 whole entry, looked up): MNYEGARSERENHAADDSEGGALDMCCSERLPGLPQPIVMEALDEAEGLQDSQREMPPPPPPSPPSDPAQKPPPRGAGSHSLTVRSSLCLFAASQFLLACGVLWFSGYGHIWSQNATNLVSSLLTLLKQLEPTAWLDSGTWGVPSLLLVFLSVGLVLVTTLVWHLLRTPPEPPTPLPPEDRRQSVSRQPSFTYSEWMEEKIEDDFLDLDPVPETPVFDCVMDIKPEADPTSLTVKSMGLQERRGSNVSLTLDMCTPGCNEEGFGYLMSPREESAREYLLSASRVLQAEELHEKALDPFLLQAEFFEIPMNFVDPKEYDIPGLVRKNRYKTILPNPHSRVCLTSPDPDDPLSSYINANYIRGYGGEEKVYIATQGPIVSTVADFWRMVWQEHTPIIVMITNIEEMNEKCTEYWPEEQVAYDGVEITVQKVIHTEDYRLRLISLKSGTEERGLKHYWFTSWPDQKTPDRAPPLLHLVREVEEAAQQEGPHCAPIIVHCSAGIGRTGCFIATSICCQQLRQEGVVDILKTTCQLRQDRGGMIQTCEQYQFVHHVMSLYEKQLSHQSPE
#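 Material: STEP (striatal-enriched tyrosine phosphatase) enzyme, cell-free | Medium: 50 mM Bis-Tris pH 6.0 with 2.5 mM DTT and 0.005% Tween 20 | Read-out: Percent inhibition scaled to no-enzyme and uninhibited-enzyme controls, plate-pattern corrected | Signal: Fluorescence read at 480 nm ex / 540 nm em | Times: 20 min reaction, room temperature, in the dark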
# LMPTP inh – LMPTP (human) inhibition; P24666; recombinant LMPTP-A, OMFP fluorogenic substrate, fluorescence intensity; inhibition, % at 20 µM; actives 0.22% (n = 360,000);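 active means compounds that cut the enzyme signal by at least half of the control window in the single-dose screen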;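 further: plate controls were DMSO wells with enzyme plus substrate for no effect and substrate without enzyme for full effect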
# Target sequence (P24666 whole entry, looked up): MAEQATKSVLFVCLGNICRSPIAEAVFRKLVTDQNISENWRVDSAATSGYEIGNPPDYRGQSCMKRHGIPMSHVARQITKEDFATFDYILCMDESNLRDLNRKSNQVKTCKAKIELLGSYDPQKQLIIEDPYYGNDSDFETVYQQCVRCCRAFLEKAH
#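 Test system – LMPTP-A enzyme · Amount – LMPTP-A at 0.625 nM final in the reaction · Buffer or medium – Bis-Tris pH 6.0, DTT, detergent · Reagent – OMFP 400 µM · Doses – single 20 µM dose · Schedule – reaction 50 min, room temperature, dark · Detection – fluorescence intensity of OMFP turnover product · Evaluation – percent inhibition versus substrate-only and uninhibited controls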
# Tb MetRS inh – Trypanosoma brucei MetRS inhibition; purified T. brucei MetRS, ATP depletion, Kinase-Glo luminescence; inhibition, % at 11.9 µM; actives 0.4% (n = 360,000); AID 624268;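 active means inhibition above a per-plate cutoff of the control wells' mean inhibition plus 3 SD, cut at about 5.5% in these data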;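 further: 0% = DMSO wells median and 100% = median of wells with control inhibitor compound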
#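 Test system – parasite MetRS enzyme · Reagent – substrates ATP, L-methionine and bulk Escherichia coli tRNA · Doses – 11.9 µM compound single dose, 0.9% DMSO · Times – 15 min enzyme-compound preincubation, 2 h reaction, 10 min detection, 25 °C · Signal – Kinase-Glo luminescence, ATP depletion format · Controls – DMSO-only wells as low control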
# eLon inh – E. coli protease La inhibition; actives 0.42% (n = 360,000); P0A9M0; inhibition, % at 7.94 µM; purified E. coli Lon protease, fluorescence polarization; in the data active means inhibition above about 13%, passing the limit was not always enough;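 further: 0% = enzyme with probe and DMSO and 100% = no enzyme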
# bovine MsrA act – bovine methionine sulfoxide reductase A activation. purified bovine MsrA, absorbance read-out. actives 0.3% (n = 360,000). AID 602163. activation, % at 10.6 µM; in the data active means activation above about 7.5%;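 further: 0% = vehicle and 100% = reference activator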
# Starred values were filed as active, the others as inactive; nt = no result given.
SMILES,DNMT1 block,MsrA inhibitor,Scp-1 inhibitor,SUMO1-SIM PPI,CendR NRP1 mod,STEP block,LMPTP inh,Tb MetRS inh,eLon inh,bovine MsrA act
C/C(=N\NC(=O)c1cc2ccccc2cc1O)c1cccs1,-16.1,1.9,0.4,-8.0,-6.2,-0.4,10.2,0.3,-0.9,-0.6
C/C(=N\NC(=O)c1ccccc1OCc1ccc(F)cc1)c1ccccn1,1.5,-0.2,0.5,-9.8,4.0,-0.5,0.6,-0.2,0.2,-1.9
O=C1NC(=Nc2ccccc2)c2ccc([N+](=O)[O-])cc21,0.0,-1.2,2.4,-24.3,11.4,2.7,-3.3,-0.4,-5.5,5.9
COC(=O)c1cccc(CC2(C)C(=O)Nc3ccc(OC(F)(F)F)cc32)c1 (stereo not drawn),7.2,0.6,nt,-0.1,-6.4,-1.5,2.5,0.0,10.0,2.8
CCCN(CC(=O)Nc1ccccc1OC)C(=O)CN1C(=O)NC(C)(C)C1=O,2.7,3.4,nt,0.6,-16.2,1.9,-0.6,-0.2,22.4,-3.1
Cc1cc(C(=O)NCCc2ccc(Cl)cc2)no1,4.0,1.0,-1.5,3.5,4.0,-2.6,-2.1,-0.3,-1.6,3.8
CCOc1ccccc1CN1CCNC(=O)C1CC(=O)NCc1ccccn1 (stereo not drawn),2.1,-0.2,7.0,5.0,-3.7,-4.3,-1.2,-0.2,5.0,-13.8
COc1ccccc1NC(=O)Cc1nnc(SCC(=O)Nc2nccs2)n1C,3.3,-0.3,-6.4,5.6,-14.4,0.9,0.4,0.2,-1.9,-2.3
Nc1nonc1-n1nnc(C(=O)N/N=C/c2cc(Cl)ccc2O)c1CN1CCCCCC1,50.0*,0.4,nt,6.7,-7.5,0.5,0.0,-0.4,0.3,-1.8
O=C1CN(C(=O)COC(=O)CNS(=O)(=O)/C=C/c2ccccc2)c2ccccc2N1,-1.5,-0.5,-12.9,0.7,5.5,2.1,0.4,-0.2,0.0,-3.7
CCCN(CC(=O)Nc1ccccc1C)C(=O)C1CCN(S(=O)(=O)c2ccc(C)c(C)c2)CC1,0.5,0.7,nt,-0.5,-2.2,2.4,-2.5,0.0,-5.7,3.3
C[C@H](NC(=O)c1ccco1)C(=O)Nc1ccc2c(c1)OCO2,0.2,0.9,-5.3,-4.2,1.3,2.3,-0.8,-0.3,-2.5,-5.0
CC(=O)c1ccc(Nc2nc(-c3sc(C)nc3C)cs2)cc1,-7.3,3.0,nt,-3.0,-5.4,1.4,0.2,-0.3,-5.7,-2.5
Cc1c(Br)c(=O)oc2c(C)c(O)ccc12,2.5,1.5,-2.4,-1.2,5.8,0.3,-1.4,0.5,-6.9,-3.3
CCn1c(SCC(=O)Nc2cccc(C(C)=O)c2)nnc1C(C)C,2.4,0.4,0.2,2.6,-8.2,-0.1,-0.2,0.3,1.6,6.9
CCOC(=O)C1(CCCc2ccccc2)CCN(C(=O)c2ocnc2C)CC1,-0.2,-1.1,-8.0,4.0,-3.1,4.2,0.3,-0.7,-8.2,3.1
CCOC(=O)N1CCC(NCCNC(=O)c2cccs2)CC1,-0.9,0.0,-7.8,-3.0,2.7,0.5,0.0,-1.2,1.7,0.2
COCCN(Cc1ccccc1)C(=S)Nc1ccc(OC(F)F)cc1,2.0,-0.9,-5.0,1.4,5.2,-2.3,-0.7,-0.1,2.3,-2.6
O=C(CN1CCN(Cc2ccc(F)cc2Cl)CC1)NCc1ccccc1,0.9,2.0,-2.2,-2.9,5.2,0.0,-0.7,-0.7,-1.6,-4.3
COc1ccc([N+](=O)[O-])cc1NC(=O)c1ccc(N2C(=O)CCC2=O)cc1,-2.4,0.4,-5.2,-20.0,8.7,0.4,-1.1,-0.4,2.6,-4.7
CCOc1ccc(NC(=O)c2cc3ccccc3cc2O)cc1,41.5,1.9,44.0,-3.5,8.4,9.9,1.8,-1.1,1.9,-4.2
COc1ccc(NC(=O)NCc2ccccc2F)cc1OC,-1.0,0.3,-0.7,-0.6,4.5,-1.9,0.2,-0.1,-0.6,-5.8
COc1ccc(-c2ccc(=O)n(Cc3cccc([N+](=O)[O-])c3)n2)cc1,-2.2,-1.2,-2.7,-18.1,3.6,6.3,1.4,2.6,0.6,-2.4
COc1cccc(NC(=S)Nc2cc(C)cc(C)n2)c1,-2.0,0.0,-12.5,-25.8,0.5,-0.5,0.9,-0.1,4.3,-2.3
Cc1cc(-c2nc(C)c(-c3nnc(SCC(=O)Nc4cc(Cl)cc(Cl)c4)n3C)s2)no1,12.3,-1.1,-14.9,4.6,2.0,-1.7,0.7,-0.2,-8.4,-1.2

# Further structures follow.
SMILES,DNMT1 block,MsrA inhibitor,Scp-1 inhibitor,SUMO1-SIM PPI,CendR NRP1 mod,STEP block,LMPTP inh,Tb MetRS inh,eLon inh,bovine MsrA act
c1cnc2c(Oc3ncnc4sccc34)cccc2c1,1.6,0.6,-2.2,1.7,9.3,-0.2,-0.1,-0.7,-9.4,-5.9
O=C(CCCCCn1c(=S)[nH]c2ccc(N3CCOCC3)cc2c1=O)NCc1ccc(Cl)cc1,5.8,-0.4,-8.9,-8.6,-4.8,3.9,0.8,0.1,7.6,-2.7
Cc1ccc(-c2nnn(CC(=O)Nc3ccccc3N3CCOCC3)n2)cc1,1.4,1.1,4.9,-5.1,-2.2,-2.4,-0.4,-1.6,-9.1,-8.8
Cc1[nH]nc2c1C(c1ccoc1)C(C#N)=C(N)O2 (stereo not drawn),-9.5,-0.4,-4.3,-4.3,1.9,2.4,-2.9,0.6,3.5,-2.1
COc1cc(N=Nc2ccc3ccccc3c2)ccc1O,-4.3,1.5,-11.4,-19.5,4.3,-2.2,4.3,-0.5,-0.1,-4.9
N#CCC1c2ccccc2CCN1C(=O)Nc1cccc(Cl)c1 (stereo not drawn),-5.6,0.7,-13.2,-1.2,5.1,-0.7,0.9,-0.2,2.3,-0.5
CCOC(=O)C1=C(N)Oc2c(oc(CO)cc2=O)C1c1ccc(Cl)cc1 (stereo not drawn),-1.3,1.0,-0.8,1.4,-6.0,-0.3,0.3,-0.3,0.9,-1.8
COc1cccc(/C=N/n2nnc3c(cnn3-c3ccccc3)c2=O)c1,0.3,0.8,20.3,-18.8,-1.5,3.3,-3.1,-0.5,-1.2,6.1
COc1ccc(/C=N/NC(=O)c2nnn(-c3nonc3N)c2-c2cccs2)cc1OC,13.4,4.6*,3.8,16.6,-0.8,-0.6,4.7,-0.2,9.6,-3.0
O=C(NCCN1CCOCC1)c1ccc(S(=O)(=O)Nc2ccccc2)cc1,6.0,1.3,-4.9,2.1,-4.8,-0.8,-1.2,0.2,7.2,-7.1
Cc1cccnc1C(NC(=O)C1CCN(Cc2ccc3ccccc3n2)CC1)c1ccc(Cl)cc1 (stereo not drawn),-7.1,-0.2,nt,2.8,-13.2,2.0,-0.8,0.0,-25.2,-0.4
CC(=O)c1ccc(NC(=O)CN2CCN(c3ncccn3)CC2)cc1,-2.3,1.2,-6.0,0.1,5.3,-0.3,-0.5,0.2,3.5,0.4
CS(=O)(=O)N1CCc2cc(C(=O)N3CCN(c4ccc(F)cc4)CC3)ccc21,-1.1,0.6,-11.0,0.4,-2.3,-1.8,-1.3,-0.6,3.1,-4.1
CCN1C(=O)C2C(C1=O)N1C(c3cccs3)C3C(=O)N(CC)C(=O)C3N1C2c1cccs1 (stereo not drawn),0.1,0.9,3.8,-1.2,-4.2,0.0,-0.7,0.1,-8.3,-0.8
O=C(NC1CCCN(Cc2ccc(Cl)cc2)C1)c1c(F)ccc(F)c1F (stereo not drawn),-1.0,1.1,-2.4,0.7,-4.6,-0.3,-0.3,-1.1,-2.2,-1.5
Cn1c(N/N=C/c2cccs2)cc(=O)n(C)c1=O,-6.2,1.2,-0.6,-9.7,-3.2,-3.4,2.5,-0.2,-2.4,-1.3
CN(C)CCN(C(=O)C1CCN(S(=O)(=O)c2cccs2)CC1)c1nc2ccccc2s1,-0.2,-0.1,5.3,-0.6,0.6,0.2,0.9,0.0,-1.6,-1.4
CCOC(=O)C(=O)N(C)c1c(CC)nc2c(OCc3ccc(OC)cc3)cccn12,-0.8,-0.5,nt,-1.8,6.8,-2.6,-0.8,-0.2,3.3,-2.8
CC(C)n1nccc1N(Cc1ccc(C#N)cc1)S(=O)(=O)c1ccccc1,0.2,-1.5,-12.4,-0.8,1.7,0.9,-1.5,-0.4,-3.3,1.0
Cc1cc(NC(=O)CCC(=O)N(Cc2ccco2)C(C(=O)NC2CCCC2)c2ccccc2C)no1 (stereo not drawn),-1.6,-0.3,0.4,1.2,6.4,-2.8,0.9,0.2,1.7,-0.5
Cc1cccc(NC(=O)CSc2ccc3nnc(-c4cccnc4)n3n2)c1,2.1,-0.2,-2.4,2.3,1.1,-2.2,-1.0,-0.7,-4.6,-9.7
CCN1CCN(C(=O)CCc2nc3ccccc3n2-c2ccccc2)CC1,-1.8,-0.6,-7.4,3.4,5.7,4.4,-1.9,-0.1,1.0,-2.6
CC1Nc2ccccc2C(=O)N1NS(C)(=O)=O (stereo not drawn),3.5,-1.1,0.7,0.9,4.8,2.4,-0.5,0.5,4.9,-2.3
COc1cccc(/C=C/C(=O)OCC(=O)Nc2cc(S(=O)(=O)N3CCOCC3)ccc2C)c1,-4.8,-0.1,-6.9,-3.6,-1.9,-2.4,1.0,-0.3,5.5,-3.2
COc1ccc(C(=O)NC(C)c2cc(OC)c(OC)cc2Br)cc1 (stereo not drawn),1.0,1.5,-2.0,-4.2,-14.7,0.4,-1.2,-0.2,0.6,-2.1
O=C(NC1CCN(Cc2ccccc2)CC1)c1ccccc1,2.3,2.2,-7.3,-4.0,-1.8,1.1,-1.2,-0.8,-3.3,-2.0
Nc1nonc1-n1nnc(C(=O)N/N=C/c2cc(Br)ccc2O)c1CNc1ccccc1,-20.5,2.1,-2.4,1.3,-0.8,0.9,3.6,-0.3,-18.5,-2.2

# 4 entries picked at random from those above:
SMILES,DNMT1 block,MsrA inhibitor,Scp-1 inhibitor,SUMO1-SIM PPI,CendR NRP1 mod,STEP block,LMPTP inh,Tb MetRS inh,eLon inh,bovine MsrA act
CC(C)n1nccc1N(Cc1ccc(C#N)cc1)S(=O)(=O)c1ccccc1,0.2,-1.5,-12.4,-0.8,1.7,0.9,-1.5,-0.4,-3.3,1.0
Cc1[nH]nc2c1C(c1ccoc1)C(C#N)=C(N)O2 (stereo not drawn),-9.5,-0.4,-4.3,-4.3,1.9,2.4,-2.9,0.6,3.5,-2.1
COc1ccc(/C=N/NC(=O)c2nnn(-c3nonc3N)c2-c2cccs2)cc1OC,13.4,4.6*,3.8,16.6,-0.8,-0.6,4.7,-0.2,9.6,-3.0
N#CCC1c2ccccc2CCN1C(=O)Nc1cccc(Cl)c1 (stereo not drawn),-5.6,0.7,-13.2,-1.2,5.1,-0.7,0.9,-0.2,2.3,-0.5

# Compound activity from PubChem.
